From PubChem
hcGAS lum: inhibitors of human cGAS. Q8N884. recombinant h-cGAS, ATP depletion, Kinase-Glo luminescence. inhibition, % at 12.5 µM. actives 0.081% (n = 290,000);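 further: 0% = vehicle reaction and 100% = reaction without DNA for no activity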
Target sequence (Q8N884 whole entry, looked up): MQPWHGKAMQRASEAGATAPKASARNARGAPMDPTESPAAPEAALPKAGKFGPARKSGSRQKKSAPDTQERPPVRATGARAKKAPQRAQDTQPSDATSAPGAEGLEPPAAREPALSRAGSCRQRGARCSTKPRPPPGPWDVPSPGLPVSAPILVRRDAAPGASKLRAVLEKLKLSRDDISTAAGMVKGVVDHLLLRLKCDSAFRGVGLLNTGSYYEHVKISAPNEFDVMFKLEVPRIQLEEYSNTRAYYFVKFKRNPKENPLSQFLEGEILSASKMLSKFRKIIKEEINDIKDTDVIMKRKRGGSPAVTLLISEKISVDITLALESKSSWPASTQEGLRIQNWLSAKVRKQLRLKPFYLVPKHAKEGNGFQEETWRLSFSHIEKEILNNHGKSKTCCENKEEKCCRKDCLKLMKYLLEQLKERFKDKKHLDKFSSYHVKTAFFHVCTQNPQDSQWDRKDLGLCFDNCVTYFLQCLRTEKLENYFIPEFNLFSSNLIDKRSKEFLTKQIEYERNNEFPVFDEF
NPYLR7 ag: mosquito NPYLR7 agonism. activation, % at 10 µM. actives 0.15% (n = 270,000). HEK293T NPYLR7/Galpha15, GCaMP6s calcium fluorescence. AID 1259423; in the data active means activation above about 40%;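 further: 0% = vehicle and 100% = reference agonist at the receptor; some compounds past the cut are filed as inactive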
mcGAS inh: inhibitors of mouse cGAS; recombinant cGAS, Kinase-Glo ATP depletion luminescence; inhibition, % at 12.5 µM; actives 0.15% (n = 160,000); AID 1259399;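 further: 0% = negative control wells and 100% = reference inhibitor with no enzyme activity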
The depositor's hits bear a star. Unless noted, no stated cut-off is given here; in the data, active means inhibition above about 40%; inactive means the rest.

How did CCN(Cc1nc(COC)no1)C(=O)CC1=CCCCC1 do in these assays?
hcGAS lum: -5.5; NPYLR7 ag: 16.5; mcGAS inh: -9.2

How did CC(C)NC(=O)N(C1CC1)C1CCOC2(CCN(C(=O)NC3CCCCC3)CC2)C1 (configuration not stated) do in these assays?
hcGAS lum: 3.1; mcGAS inh: 0.5

Results for CCOc1cc(C=CC(=O)c2ccc3c(c2)OCCO3)cc(Br)c1OCC ?
hcGAS lum: -8.2; NPYLR7 ag: 2.7; mcGAS inh: -7.5

How did Cc1ccc(S(=O)(=O)N(NC2=NS(=O)(=O)c3ccccc32)C(=O)c2ccccc2)cc1 do in these assays?
hcGAS lum: -8.3; NPYLR7 ag: 8.4; mcGAS inh: -2.1

Results for CC(C)CN(CC(C)C)C(=O)c1ccc(CSc2ccc3ccccc3n2)cc1 ?
hcGAS lum: -6.7; NPYLR7 ag: -1.0; mcGAS inh: -4.7

What do the screens show for `CCc1nc(N(CCCN2CCOCC2)CCC(=O)NCc2cccc(C(F)(F)F)c2)c2ccc(Cl)cc2n1`?
hcGAS lum: 2.7; NPYLR7 ag: 0.5; mcGAS inh: -2.6

Results for Cc1ccc(-c2nc3scc(CCNS(=O)(=O)c4ccc(-c5ccccc5)cc4)n3n2)cc1 ?
hcGAS lum: -4.8; NPYLR7 ag: -4.4; mcGAS inh: -6.6

How did COc1ccc(OC)c(CN(Cc2cccc(C(F)(F)F)c2)Cc2nc(C(=O)NCC3CCCO3)co2)c1 (configuration not stated) do in these assays?
hcGAS lum: -1.2; NPYLR7 ag: 15.8; mcGAS inh: -3.9

How did CC(C)(C)c1cc(NC(=O)C2(C)CCN2C(=O)C2(c3ccccc3)CCCC2)no1 (configuration not stated) do in these assays?
hcGAS lum: -5.3; NPYLR7 ag: 8.8; mcGAS inh: -5.9

Results for COC(=O)[C@@H]1C[C@H](NC(=O)c2nc(C(C)C)cs2)CN1C ?
hcGAS lum: -6.4; NPYLR7 ag: -4.0

How did CC(=O)N1CCC(N(Cc2ccco2)C(=O)NC23CC4CC(CC(C4)C2)C3)CC1 do in these assays?
hcGAS lum: 4.5; mcGAS inh: 0.8

What do the screens show for `C[C@@H](Nc1nccn2ccnc12)c1ccccc1`?
hcGAS lum: -7.7; NPYLR7 ag: 1.0

How did COCCOc1ccc(-c2nnc(CCC(=O)NC(C)C)c(=O)[nH]2)cc1 do in these assays?
hcGAS lum: -1.0; NPYLR7 ag: 5.5

What do the screens show for `CCC(Oc1ccc2c(c1)CCCC2)C(=O)NCCc1cnc[nH]1` (configuration not stated)?
hcGAS lum: 2.1; NPYLR7 ag: 5.3; mcGAS inh: -10.0

What do the screens show for `O=C(NC1CC2CCC(C1)N2CCc1ccccc1)c1cc(F)cc(F)c1` (configuration not stated)?
hcGAS lum: -5.6; NPYLR7 ag: -1.1; mcGAS inh: -4.0

Results for O=C(NC(c1ccccc1)c1ccc2ccccc2n1)C1CCN(C(=O)Cc2cccs2)CC1 (configuration not stated) ?
hcGAS lum: -2.5; NPYLR7 ag: -10.1; mcGAS inh: -4.2

What do the screens show for `O=C(Oc1ccc(-c2nc(-c3ccc(Br)cc3)no2)cc1)c1ccccc1`?
hcGAS lum: -4.4; NPYLR7 ag: -6.0; mcGAS inh: -3.4

Results for Cc1ccc2oc(-c3ccc(N)cc3)nc2c1 ?
hcGAS lum: -2.2; NPYLR7 ag: -4.7; mcGAS inh: -5.0

What do the screens show for `O=c1n(S(=O)(=O)c2ccccc2)c2ccccc2n1S(=O)(=O)c1ccccc1`?
hcGAS lum: -9.4; NPYLR7 ag: 0.4

Results for COCCCNC(=O)C1CC(=O)N(C2CCCC2)C1 (configuration not stated) ?
hcGAS lum: 2.7; NPYLR7 ag: 11.1

Results for Cc1cc(=O)n2c(-c3cccc(NC(=O)c4ccc(F)cc4)c3)csc2n1 ?
hcGAS lum: -9.2; NPYLR7 ag: 10.6

Results for Cc1cccc(-c2cn(C3CCCc4ccccc43)nn2)n1 (configuration not stated) ?
hcGAS lum: 2.1; NPYLR7 ag: 1.3

What do the screens show for `CCCCC(=O)Nc1cc(NC(=O)[C@@H]2CCCO2)ccc1OC`?
hcGAS lum: -3.3; NPYLR7 ag: 10.4; mcGAS inh: -16.4

Results for COc1ccc(OC)c(S(=O)(=O)Nc2ccc(NC(=O)NCc3ccc(F)cc3)cc2)c1 ?
hcGAS lum: -8.2; NPYLR7 ag: 2.8; mcGAS inh: -5.6

Results for Cc1ccc(F)c(C(=O)N2C[C@H]3CC=CC[C@H]3C2)c1F ?
hcGAS lum: -5.7; NPYLR7 ag: 6.6; mcGAS inh: -15.0

Results for COC(=O)c1cccc(CN2C(=O)C(C)Sc3cc(Cl)ccc32)c1 (configuration not stated) ?
hcGAS lum: 3.3; NPYLR7 ag: -6.4

Results for O=C(NCCc1ccc(O)c(O)c1)C(F)(F)F ?
hcGAS lum: -10.1; NPYLR7 ag: 5.8

Results for CC(=O)Nc1cc(-c2ccccc2)nn1-c1ccc(C(=O)NC2CCN(Cc3ccccc3)C2)cc1 (configuration not stated) ?
hcGAS lum: -8.2; NPYLR7 ag: -10.1

Results for CCCCC(CC)C(=O)N1CCN(c2cc(S(=O)(=O)N3CCc4ccccc4C3)ccc2OC)CC1 (configuration not stated) ?
hcGAS lum: -1.9; NPYLR7 ag: 18.3; mcGAS inh: -8.7

Results for COc1ccc(C2(CNC(=O)C3CC3)CCCC2)cc1 ?
hcGAS lum: -1.7; NPYLR7 ag: -8.3

Results for OCCCNc1nc(-c2ccc(Cl)cc2)nnc1-c1ccc(Br)cc1 ?
hcGAS lum: 0.6; NPYLR7 ag: 1.1

What do the screens show for `CC(=O)Nc1ccc(Oc2nnc(-c3ccccc3)c3ccccc23)cc1`?
hcGAS lum: -0.6; NPYLR7 ag: -2.1

Results for Cc1ccc(C(O)c2ncc(-c3ccc(Cl)cc3)[nH]2)cc1 (configuration not stated) ?
hcGAS lum: -5.4; NPYLR7 ag: 2.5

How did Cc1cc(NC(=O)c2ccc(F)cc2)n(-c2nc3c(cnn3-c3cccc(C)c3C)c(=O)[nH]2)n1 do in these assays?
hcGAS lum: -3.6; mcGAS inh: -8.1

What do the screens show for `O=C(c1ccc(Cl)cc1)N1CCN(c2cc(Oc3ccc(F)cc3)ncn2)CC1`?
hcGAS lum: -13.8; mcGAS inh: -9.6

Results for COC(=O)c1ccc(C(=O)N2CCN(CC(OCc3ccc(C(F)(F)F)cc3)c3ccc(Cl)cc3)CC2)cc1 (configuration not stated) ?
hcGAS lum: -8.0; NPYLR7 ag: 2.4; mcGAS inh: -6.3

How did O=C(c1[nH]cnc1-c1ccccc1)N1CCOC(c2ccc(Cl)cc2)C1 (configuration not stated) do in these assays?
hcGAS lum: 0.5; NPYLR7 ag: -3.5

What do the screens show for `Cc1ccsc1CN(CCN(C)C)Cc1sccc1C`?
hcGAS lum: -6.0; NPYLR7 ag: 2.2; mcGAS inh: -8.3

What do the screens show for `CC(Oc1ccc(-c2ccncc2)cc1Cl)C(=O)O` (configuration not stated)?
hcGAS lum: 2.2; NPYLR7 ag: -0.1

Results for O=C(CCCSc1nnc(Cc2ccccc2)n1-c1ccc(Cl)c(Cl)c1)NCCc1ccc(Cl)cc1Cl ?
hcGAS lum: -10.3; mcGAS inh: -7.8

What do the screens show for `Cc1ccc(S(=O)(=O)NC2=NCN(C)CN2)cc1[N+](=O)[O-]`?
hcGAS lum: -1.6; NPYLR7 ag: -8.6

What do the screens show for `CCn1nnc2sc3c(c2c1=O)CCC(C)C3` (configuration not stated)?
hcGAS lum: -1.3; NPYLR7 ag: -0.7

What do the screens show for `COCCN(CC(=O)N(Cc1ccccc1)Cc1ccco1)C(=O)Nc1cccc(C)c1C`?
hcGAS lum: 2.4; NPYLR7 ag: -11.5; mcGAS inh: 0.0

How did Nc1cccc(-c2cc(Nc3ccc(Oc4ccccc4)cc3)ncn2)c1 do in these assays?
hcGAS lum: -6.9; NPYLR7 ag: 10.8

What do the screens show for `COc1ccc(Br)cc1/C=C1N=C(/C=C/c2ccc(C)cc2)OC\1=O`?
hcGAS lum: -0.8; NPYLR7 ag: 1.3; mcGAS inh: -0.9

Results for Cc1nnc(SCC(=O)Nc2cc(C(C)(C)C)no2)s1 ?
hcGAS lum: -4.9; NPYLR7 ag: 11.6

Results for Cn1ncc2c(Nc3cccc([N+](=O)[O-])c3)ncnc21 ?
hcGAS lum: -7.5; NPYLR7 ag: -0.3

How did COc1cc2c(CCNC(C)=O)c[nH]c2cc1Cl do in these assays?
hcGAS lum: -8.7; NPYLR7 ag: 13.0; mcGAS inh: -3.1

Results for O=c1[nH]cnc2sc3c(c12)CCC3 ?
hcGAS lum: -5.4; NPYLR7 ag: 11.1

How did CN(C)CCCN1C(=O)C(O)=C(C(=O)c2cccs2)C1c1ccc([N+](=O)[O-])cc1 (configuration not stated) do in these assays?
hcGAS lum: -5.4; NPYLR7 ag: 1.5; mcGAS inh: -7.9

What do the screens show for `CNC(=O)[C@@H]1C[C@@H](n2cc(CN(C)C(=O)c3sccc3C)nn2)CN1`?
hcGAS lum: -1.8; NPYLR7 ag: -1.5; mcGAS inh: -12.2

How did CSc1cccc(CN(C)Cc2c(CO)cnc(C)c2O)c1 do in these assays?
hcGAS lum: -3.0; NPYLR7 ag: 22.1

What do the screens show for `CCn1nc(C)c(CNC(=O)c2ccc(OC3CCN(C(=O)COC)CC3)cc2)c1C`?
hcGAS lum: -3.1; NPYLR7 ag: 13.8

How did COc1ccc(-c2noc(-c3c(SC)nn(CC(=O)Nc4cc(C)cc(C)c4)c3N)n2)cc1OC do in these assays?
hcGAS lum: -3.0; NPYLR7 ag: -1.9; mcGAS inh: -7.4

How did CO[C@@]12CC[C@H](O)C[C@@H]1N(Cc1ccc3c(c1)CC(C)(C)O3)CC2 do in these assays?
hcGAS lum: 3.4; mcGAS inh: -6.0

Results for Oc1c(I)cc(I)c2cccnc12 ?
hcGAS lum: -5.4; NPYLR7 ag: -2.7

How did N#Cc1c(N)n[nH]c1CCCNC1CC2CC1C1CCCC21 (configuration not stated) do in these assays?
hcGAS lum: -5.4; NPYLR7 ag: 4.2

What do the screens show for `COc1ccccc1NC(=O)CCn1cnc(-c2ccccc2)c1-c1ccco1`?
hcGAS lum: -6.5; NPYLR7 ag: 6.0; mcGAS inh: -10.2

Results for CN1C(=O)CC(C(=O)Nc2ccccc2F)SC1=Nc1ccc(F)cc1 (configuration not stated) ?
hcGAS lum: -1.3; NPYLR7 ag: 7.0; mcGAS inh: -5.4

What do the screens show for `CC(=O)c1cc(F)ccc1OCC(=O)N1CCNC1=O`?
hcGAS lum: -4.6; NPYLR7 ag: 0.1

Fetched by structure from the list above:
What do the screens show for `CCC(Oc1ccc2c(c1)CCCC2)C(=O)NCCc1cnc[nH]1` (configuration not stated)?
hcGAS lum: 2.1; NPYLR7 ag: 5.3; mcGAS inh: -10.0

Results for CCCCC(CC)C(=O)N1CCN(c2cc(S(=O)(=O)N3CCc4ccccc4C3)ccc2OC)CC1 (configuration not stated) ?
hcGAS lum: -1.9; NPYLR7 ag: 18.3; mcGAS inh: -8.7

Remaining list, next part:
What do the screens show for `Cc1ccc(Nc2nc(N(C)C)nc3nccnc23)cc1`?
hcGAS lum: 3.1; NPYLR7 ag: 11.3

How did CCCCc1cnc2c(c1SCc1ccccc1F)c(=O)n(C)c(=O)n2C do in these assays?
hcGAS lum: 3.6; NPYLR7 ag: 0.1; mcGAS inh: -0.1

Results for CCCCCCCCCCCC(=O)N(Cc1nc(C(=O)OCC)cs1)C1CC1 ?
hcGAS lum: -11.1; NPYLR7 ag: -6.3; mcGAS inh: -5.8

What do the screens show for `Cc1cc(C)c2sc(N(Cc3ccccn3)C(=O)c3ccnn3C)nc2c1`?
hcGAS lum: 1.4; mcGAS inh: -1.6

Results for Cc1cccc(N2CCC(N=CN3CCOCC3)=N2)c1 ?
hcGAS lum: 2.3; NPYLR7 ag: -8.0; mcGAS inh: -0.1

How did Cc1cc(N2CCN(CC#N)CC2)n2nc(C(F)(F)F)c(-c3ccccc3)c2n1 do in these assays?
hcGAS lum: 3.2; NPYLR7 ag: 2.7; mcGAS inh: 0.3

What do the screens show for `CC(C)C1CN(C(=O)c2ccccc2-n2cncn2)CCC(=O)N1CC1CC1` (configuration not stated)?
hcGAS lum: -5.1; NPYLR7 ag: 0.2; mcGAS inh: -10.9

What do the screens show for `COCCOCC(=O)Nc1nc(-c2cc(C)c(C)cc2C)c(C)s1`?
hcGAS lum: -7.8; NPYLR7 ag: 5.3

How did CC(=NNc1ccccn1)c1ccc2c(c1)Nc1ccccc1S2 do in these assays?
hcGAS lum: -0.4; NPYLR7 ag: 2.8; mcGAS inh: -1.0

How did CCCOC(=O)c1ccc(OCC(=O)c2ccc(O)cc2O)cc1 do in these assays?
hcGAS lum: 2.3; NPYLR7 ag: 3.9

In the list so far, eight contain an NH in an aromatic ring:
How did COCCOc1ccc(-c2nnc(CCC(=O)NC(C)C)c(=O)[nH]2)cc1 do in these assays?
hcGAS lum: -1.0; NPYLR7 ag: 5.5

What do the screens show for `CCC(Oc1ccc2c(c1)CCCC2)C(=O)NCCc1cnc[nH]1` (configuration not stated)?
hcGAS lum: 2.1; NPYLR7 ag: 5.3; mcGAS inh: -10.0

Results for Cc1ccc(C(O)c2ncc(-c3ccc(Cl)cc3)[nH]2)cc1 (configuration not stated) ?
hcGAS lum: -5.4; NPYLR7 ag: 2.5

How did Cc1cc(NC(=O)c2ccc(F)cc2)n(-c2nc3c(cnn3-c3cccc(C)c3C)c(=O)[nH]2)n1 do in these assays?
hcGAS lum: -3.6; mcGAS inh: -8.1

How did O=C(c1[nH]cnc1-c1ccccc1)N1CCOC(c2ccc(Cl)cc2)C1 (configuration not stated) do in these assays?
hcGAS lum: 0.5; NPYLR7 ag: -3.5

How did COc1cc2c(CCNC(C)=O)c[nH]c2cc1Cl do in these assays?
hcGAS lum: -8.7; NPYLR7 ag: 13.0; mcGAS inh: -3.1

Results for O=c1[nH]cnc2sc3c(c12)CCC3 ?
hcGAS lum: -5.4; NPYLR7 ag: 11.1

How did N#Cc1c(N)n[nH]c1CCCNC1CC2CC1C1CCCC21 (configuration not stated) do in these assays?
hcGAS lum: -5.4; NPYLR7 ag: 4.2
